UCHL1 block: inhibitors of human UCHL1 deubiquitinase | Ubiquitin carboxyl-terminal hydrolase isozyme L1 (Homo sapiens), P09936 | purified UCHL1, Ub-rhodamine cleavage fluorescence | inhibition, % at 20 µM | 47,000 compounds, 0.2% hits | AID 1645859, 2021
Target sequence (P09936 whole entry, looked up): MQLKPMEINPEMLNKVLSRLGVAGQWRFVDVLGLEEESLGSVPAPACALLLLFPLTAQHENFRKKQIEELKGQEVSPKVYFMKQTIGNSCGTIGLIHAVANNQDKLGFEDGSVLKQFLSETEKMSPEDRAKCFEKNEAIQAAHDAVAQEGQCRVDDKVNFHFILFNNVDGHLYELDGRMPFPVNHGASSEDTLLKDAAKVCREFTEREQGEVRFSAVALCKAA
USP7 inh: inhibitors of human USP7 deubiquitinase | AID 1645854, 2021 | inhibition, % at 20 µM | 47,000 compounds, 0.3% hits | purified USP7, Ub-rhodamine cleavage fluorescence | Ubiquitin carboxyl-terminal hydrolase 7 (Homo sapiens), Q93009
USP8 inh: inhibitors of human USP8 deubiquitinase. Ubiquitin carboxyl-terminal hydrolase 8 (Homo sapiens), P40818. purified USP8, Ub-rhodamine cleavage fluorescence, 30 min. inhibition, % at 20 µM. 47,000 compounds, 4.2% hits. AID 1645853, 2021
USP10 inh: inhibitors of human USP10 deubiquitinase; Ubiquitin carboxyl-terminal hydrolase 10 (Homo sapiens), Q14694; purified USP10, Ub-rhodamine fluorescence, 60 min; inhibition, % at 20 µM; 47,000 compounds, 1.1% hits
OTUD3 inh: inhibitors of human OTUD3 deubiquitinase. inhibition, % at 25 µM. purified OTUD3, Ub-rhodamine fluorescence, 2 h. 47,000 compounds, 0.7% hits
Target sequence (Q5T2D3 whole entry, looked up): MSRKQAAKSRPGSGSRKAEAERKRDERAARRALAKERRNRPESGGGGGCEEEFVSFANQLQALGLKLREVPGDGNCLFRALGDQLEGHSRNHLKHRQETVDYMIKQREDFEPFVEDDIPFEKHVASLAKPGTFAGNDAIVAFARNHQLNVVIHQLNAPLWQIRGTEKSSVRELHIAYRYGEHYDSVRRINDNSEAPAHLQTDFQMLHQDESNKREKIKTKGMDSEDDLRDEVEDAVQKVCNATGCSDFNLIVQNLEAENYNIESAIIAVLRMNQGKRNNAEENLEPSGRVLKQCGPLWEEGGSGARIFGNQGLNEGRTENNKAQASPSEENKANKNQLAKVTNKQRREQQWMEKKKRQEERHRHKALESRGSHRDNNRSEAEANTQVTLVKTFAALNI
USP17 block: inhibitors of human USP17 deubiquitinase; purified USP17, Ub-rhodamine cleavage fluorescence, 3 h; inhibition, % at 50 µM; 47,000 compounds, 6.5% hits
USP30 inh: inhibitors of human USP30 deubiquitinase. inhibition, % at 25 µM. purified USP30, Ub-rhodamine cleavage fluorescence. 47,000 compounds, 5.3% hits
USP28 inh: inhibitors of human USP28 deubiquitinase | Ubiquitin carboxyl-terminal hydrolase 28 (Homo sapiens), Q96RU2 | purified USP28, Ub-rhodamine cleavage fluorescence, 30 min | inhibition, % at 25 µM | 47,000 compounds, 3% hits | AID 1645857, 2021
* = called active by the depositor; i = inactive; x = no result given. No stated cut-off is given here; in the data, active means inhibition above about 30%; inactive means the rest.

| UCHL1 block | USP7 inh | USP8 inh | USP10 inh | OTUD3 inh | USP17 block | USP30 inh | USP28 inh | smiles |
| --- | --- | --- | --- | --- | --- | --- | --- | --- |
| -154 | -160 | -243 | -7 | -219 | -188 | i | -259 | Cc1cc(/C=C2/C(=N)N3C(c4ccccc4)=CSC3=NC2=O)c(C)n1-c1ccc2ccccc2c1 |
| -3 | -1 | -200 | 0 | -4 | -22 | -10 | -10 | COc1cccc(CC(=O)N2CCC3(CC2)CN(CC(C)C)CC32CCNC2=O)c1 (stereo not drawn) |
| 0 | 8 | -11 | 3 | 3 | -4 | 4 | 0 | Cc1ccc(NC(=O)CCc2nc3sc4c(c3c(=O)[nH]2)CCCC4)cc1F |
| -7 | 0 | -12 | -4 | -7 | -2 | -36 | -11 | CCCn1nnc2cc(S(=O)(=O)N3CCCC(C(=O)O)C3)ccc21 (stereo not drawn) |
| 0 | -4 | -11 | 0 | 0 | 13 | 21 | 9 | CN(C)c1cc(-n2cnc(C(=O)NCc3ccc(Cl)cc3)c2)ncn1 |
| 4 | 2 | -13 | -2 | -3 | 23 | -1 | 0 | Cc1c(C)n(CCO)c2ncn3nc(-c4ccc(N(C)C)cc4)nc3c12 |
| -2 | -6 | -13 | -6 | 0 | 19 | -36 | 0 | Cc1ccc(S(=O)(=O)N2CCCN(c3cc(-c4ccccn4)[nH]n3)CC2)cc1 |
| 3 | 0 | -14 | 2 | -7 | -17 | -4 | -9 | CC(C)(C)c1ccc(NC(=O)N2CCCN(Cc3ccccc3)CC2)cc1 |
| 0 | -8 | -44 | -1 | 8 | -6 | 30* | 12 | Cc1ccc(CNC(=O)[C@@H](NC(=O)C2CCN(C(=O)[C@@H](N)Cc3ccccc3)CC2)C(C)C)cc1 |
| 0 | -2 | 0 | -11 | 3 | -4 | 21 | 4 | O=C1NCc2ccccc2CC12CCN(Cc1cnc3ccccc3c1)CC2 |
| 1 | -1 | -12 | 2 | -1 | -2 | -12 | -4 | Cc1cccc(NC(=O)Cn2cnc3c(c2=O)CCCC3)c1 |
| -3 | -14 | -8 | -2 | -8 | -5 | -6 | -9 | CC(c1ccccc1)n1c(CCCNC(=O)C2CCCCC2)nc2ccccc21 (stereo not drawn) |
| -4 | 1 | -3 | -1 | -13 | -9 | -17 | -10 | Cc1ccccc1C(=O)N1CCCN(c2ccc(S(C)(=O)=O)cc2)CC1 |
| -1 | -6 | 0 | 0 | 1 | 2 | -2 | -11 | O=C(Nc1ccc(Cl)cc1)C1C2C=CC3(O2)C1C(=O)N(CCCN1CCOCC1)C3C(=O)NC1CCCCC1 (stereo not drawn) |
| -2 | -3 | -10 | 1 | 0 | 7 | 0 | -7 | O=C1CC2c3ccccc3CCN2C(=O)N1c1ccc(Cl)cc1 (stereo not drawn) |
| -3 | x | 8 | 7 | 2 | 54* | 23 | 4 | Nc1ncnc(SCc2ccc(Cl)cc2)n1 |
| 0 | -57 | -14 | -5 | -15 | 0 | -4 | -1 | O=C(CCc1nnc2n(Cc3ccc(Cl)cc3)c(=O)c3ccccc3n12)NCc1ccccn1 |
| 2 | 5 | -2 | 0 | 4 | -1 | 4 | 0 | COc1ccc(CN2CCCC(c3nn(C)c4nccnc34)C2)cc1 (stereo not drawn) |
| 4 | x | -3 | 0 | 0 | -33 | -14 | 4 | Cc1ccc(S(=O)(=O)N2CCCCC2)cc1NC(=O)c1ccc(C#N)cc1 |
| 2 | 1 | 4 | 3 | 8 | 12 | x | x | Cc1ccc(Sc2c(C)[nH]n(-c3ccccc3)c2=O)cc1 |
| 8 | 4 | 16 | 11 | 15 | 11 | -20 | 9 | COc1ccc(-c2cc(C)no2)cc1S(=O)(=O)N(C)Cc1ccccc1 |
| -1 | 0 | -2 | 3 | -7 | x | -22 | -12 | COc1ccc(NC(=O)CSc2ncnc3nc[nH]c23)cc1Cl |
| 0 | -7 | -9 | 0 | -5 | -14 | -2 | -9 | COCCNC(=O)C1CCN(S(=O)(=O)c2ccc3c(c2)CCCC3)CC1 |
| -2 | -4 | -8 | -4 | -7 | -14 | -15 | -2 | COc1ccc(C(=O)NCCn2cnc3ccccc32)cc1 |
| 0 | 2 | 1 | 3 | 3 | -8 | 9 | 11 | CCC(=O)N1CCCc2ccc(NC(=O)c3ccccc3OC)cc21 |
| 88* | 101* | 99* | 101* | 102* | 102* | 110* | 102* | CCCCCCCc1cc(OC(=O)c2c(CCCCCCC)cc(O)cc2O[C@@H]2O[C@H](CO)[C@@H](O)[C@H](O)[C@H]2O)cc(O)c1C(=O)O |
| -3 | 1 | 7 | 3 | 0 | 0 | 0 | -9 | O=S(=O)(Cc1c(F)cccc1Cl)c1ncn[nH]1 |
| -1 | -1 | 6 | 0 | 1 | 1 | -8 | -3 | C[C@H](NC(=O)C1CCC(CNC(=O)[C@@H]2CCCN2C(=O)OC(C)(C)C)CC1)C(=O)O (stereo partly drawn) |
| 0 | 2 | 3 | -3 | 0 | -8 | 0 | 3 | Cn1c(C2CCN(C(=O)Cc3ccc(Cl)cc3)C2)nc2ccncc21 (stereo not drawn) |
| -2 | 1 | -28 | 9 | -5 | -14 | -14 | -17 | Cc1ccc(-c2noc(CCC(=O)Nc3nnc(C(C)C)s3)n2)cc1 |
| 1 | 4 | 22 | 3 | 21 | 11 | 35* | 12 | Cc1ccc(S(=O)(=O)N2CC[C@@H]3CN(C(=O)c4ccccc4)[C@@H]3C2)cc1 |
| 2 | -7 | 5 | 0 | 7 | -5 | -9 | 10 | O=S(=O)(c1cccc2cccnc12)N1CCCC1c1ccc(F)cc1 (stereo not drawn) |
| -1 | 4 | 0 | -1 | -21 | 1 | -47 | -11 | NCC1OC(OC2C(N)CC(N)C(OC3OC(CO)C(O)C(N)C3O)C2O)C(N)CC1O (stereo not drawn) |
| 0 | 2 | -7 | 0 | 0 | 4 | 0 | -2 | Cn1c(CCN2CCN(c3ccccn3)CC2)nc2cc(NC(=O)c3ccco3)ccc21 |
| 3 | 4 | -5 | 3 | 14 | 7 | 17 | 8 | COCC1CN(S(=O)(=O)c2cccc(F)c2)Cc2ccnn2C1 (stereo not drawn) |
| 0 | 0 | 1 | 2 | 1 | 7 | 13 | -6 | S=c1[nH]nc(-c2cccc(Cl)c2)o1 |
| -2 | -3 | -32 | 1 | 12 | 11 | 21 | 12 | O=C(c1ccccc1NS(=O)(=O)c1ccc(F)c(F)c1)N(CCO)Cc1ccccc1 |
| -7 | -7 | -16 | -3 | -22 | -25 | -79 | -24 | Cc1ccccc1C(C)NC(=O)c1cccc2ncccc12 (stereo not drawn) |
| 1 | 4 | 20 | -2 | 12 | 14 | 8 | -1 | Cc1ccccc1NC(=O)CCc1cccc2[nH]ccc12 |
| 1 | 5 | 0 | 0 | 0 | 2 | 12 | 6 | COc1ccc(C2C=C(C(=O)O)Nc3nnnn32)c(OC)c1 (stereo not drawn) |
| 3 | 0 | 3 | -1 | -1 | -2 | 0 | -2 | COc1ccc(C2SCCN2S(=O)(=O)c2ccc(NC(C)=O)cc2)cc1OC (stereo not drawn) |
| 4 | 6 | 19 | 2 | 8 | 6 | 14 | 9 | COc1ccc(C2CCCN2C(=O)c2cccc(NC(C)=O)c2)cc1OC (stereo not drawn) |
| 10 | 13 | 20 | 8 | 14 | 14 | 14 | 11 | COc1cccc(NC(=O)C(C(=O)Nc2cccc(OC)c2)c2ccccc2)c1 |
| -11 | -11 | -18 | 0 | -24 | -29 | -114 | -35 | O=C(O)c1ccnc(C2CCCCC2=O)c1 (stereo not drawn) |
| -6 | -1 | -19 | -6 | -23 | -17 | -50 | -25 | COC(=O)c1ccc(C(=O)NCc2cnn3ccccc23)cc1 |
| 9 | 9 | -5 | 7 | -9 | -13 | -27 | -31 | COC(=O)CCSc1nc2cc(OC)c(OC)cc2c(=N)n1Cc1cccc(C(F)(F)F)c1 |
| -3 | 3 | 2 | -2 | -12 | -13 | -38 | -16 | COCCn1cc(OC(=O)c2ccc(C)cc2)c2c1nc(-c1ccc(C)cc1)n1c3ccccc3nc21 |
| -2 | 0 | -2 | 0 | -192 | -186 | i | -223 | Cc1c(-c2nc3cnccn3c2NC(C)(C)C)cnn1C |
| -2 | 0 | -98 | -9 | -6 | -28 | -73 | -17 | Cc1scc2nc(C(=O)N3CCCC3)nc(N3CCOCC3)c12 |
| 0 | -4 | -110 | 6 | -1 | -14 | -5 | 12 | O=C(CSc1nnnn1-c1ccc(O)cc1)c1cccc([N+](=O)[O-])c1 |
| 0 | -4 | 21 | -2 | 4 | 2 | 0 | 5 | CCc1ccc(NC2=NC(C(=O)Nc3ccccc3OC)CC(=O)N2)cc1 (stereo not drawn) |
| 6 | -7 | 87* | -1 | -4 | 53* | -22 | -9 | O=S1(=O)CCN(Cc2ccccc2)c2c(F)nc(N3CCCCC3)c(F)c21 |
| -1 | -2 | -24 | -5 | -3 | -19 | -2 | 0 | Cc1cccc(N2CCN(CCNC(=O)CCc3nnc4n(CCCOC(C)C)c(=O)c5ccccc5n34)CC2)c1C |
| 0 | 0 | -2 | 2 | -2 | x | -7 | 1 | COc1cccc(CNC(=O)c2cc3c(=O)n(C)ccc3n2C)c1 |
| -1 | 4 | 0 | 1 | -4 | -14 | -3 | -16 | Cc1nc(C2COCCN2C(=O)c2ccc3c(c2)OCO3)cc(=O)[nH]1 (stereo not drawn) |
| -1 | 3 | 13 | -3 | 1 | 4 | 10 | 7 | O=C(NCc1ccc2c(c1)OCO2)c1cccc(N2CCCS2(=O)=O)c1 |
| -4 | 0 | 0 | 2 | 1 | -2 | -11 | -1 | CC1(C(=O)NC2CCCCC2)Cn2c(nc3ccccc32)C(=O)N1CCc1ccccc1 (stereo not drawn) |

2 entries from above, with tabs:
compound	UCHL1 block	USP7 inh	USP8 inh	USP10 inh	OTUD3 inh	USP17 block	USP30 inh	USP28 inh
O=C(NCc1ccc2c(c1)OCO2)c1cccc(N2CCCS2(=O)=O)c1	-1	3	13	-3	1	4	10	7
COC(=O)CCSc1nc2cc(OC)c(OC)cc2c(=N)n1Cc1cccc(C(F)(F)F)c1	9	9	-5	7	-9	-13	-27	-31

Structural class, those above with an NH in an aromatic ring (eight)
| UCHL1 block | USP7 inh | USP8 inh | USP10 inh | OTUD3 inh | USP17 block | USP30 inh | USP28 inh | smiles |
| --- | --- | --- | --- | --- | --- | --- | --- | --- |
| 0 | 8 | -11 | 3 | 3 | -4 | 4 | 0 | Cc1ccc(NC(=O)CCc2nc3sc4c(c3c(=O)[nH]2)CCCC4)cc1F |
| -2 | -6 | -13 | -6 | 0 | 19 | -36 | 0 | Cc1ccc(S(=O)(=O)N2CCCN(c3cc(-c4ccccn4)[nH]n3)CC2)cc1 |
| 2 | 1 | 4 | 3 | 8 | 12 | x | x | Cc1ccc(Sc2c(C)[nH]n(-c3ccccc3)c2=O)cc1 |
| -1 | 0 | -2 | 3 | -7 | x | -22 | -12 | COc1ccc(NC(=O)CSc2ncnc3nc[nH]c23)cc1Cl |
| -3 | 1 | 7 | 3 | 0 | 0 | 0 | -9 | O=S(=O)(Cc1c(F)cccc1Cl)c1ncn[nH]1 |
| 0 | 0 | 1 | 2 | 1 | 7 | 13 | -6 | S=c1[nH]nc(-c2cccc(Cl)c2)o1 |
| 1 | 4 | 20 | -2 | 12 | 14 | 8 | -1 | Cc1ccccc1NC(=O)CCc1cccc2[nH]ccc12 |
| -1 | 4 | 0 | 1 | -4 | -14 | -3 | -16 | Cc1nc(C2COCCN2C(=O)c2ccc3c(c2)OCO3)cc(=O)[nH]1 (stereo not drawn) |
